# INS-1E GSIS act: GLuc luminescence reporter in INS-1E cells, primary screen for activators of glucose-dependent secretion of insulin | 0.61% of 370,000 active | INS-1E GLuc reporter insulin secretion, 2-3 h | activation, % at 16.6 µM;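 active means lowest replicate activation of at least 40%, so every replicate reaches that level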;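 further: 0% = median of neutral control wells and 100% = median of IBMX positive control wells; some compounds called inactive have numbers as strong as hits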
# F508del corr: CFTR F508del correction in bronchial cells; CFBE cells, YFP halide quenching; stimulated with forskolin plus potentiator P3; % fluorescence drop versus neutral controls; activity (quench increase), % at 7.58 µM; AID 720511; 0.36% of 350,000 active;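 active means mean added fluorescence quench of at least 8% versus neutral control, with both replicates also reaching 8%; inconclusive means only one of the mean or replicate conditions met; inactive means mean below 8% and not both replicates reaching 8%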;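 further: cells transiently co-express mutant CFTR-F508del with the halide-sensitive YFP; corrector assay measuring rescue of mutant channel to the surface after 24 h compound exposure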
# RAD52 anneal inh: inhibitors of human RAD52 DNA annealing; P43351; recombinant RAD52 DNA annealing, FRET fluorescence; inhibition, % at 18.7 µM; 0.46% of 360,000 active;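 active means every replicate showing at least 50% inhibition; inconclusive means mean inhibition at least 50% but not in every replicate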
# ERAP1 inh: blocks human ERAP1 aminopeptidase activity; recombinant ERAP1, Leu-AMC fluorescence, 60 min; 0.15% of 340,000 active; inhibition, % at 10.7 µM; AID 652197; Q9NZ08;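 active means mean replicate inhibition of at least 30%, or all replicates individually reaching that 30% level; inactive means mean below 30% and not every replicate reaching it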;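 further: 0% = neutral control wells and 100% = L-leucinethiol positive control wells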
# ARNT TACC3 PPI: disrupts binding between human ARNT and TACC3; Q9Y6A5; AlphaScreen His-ARNT PAS-B/GST-TACC3 binding, luminescence; TACC3 fragment carries E629A point mutation; inhibition, % at 9.99 µM; 0.66% of 390,000 active;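 active means mean inhibition of replicates at least 50% and at least half of replicates each reaching 50%; inconclusive means half or more replicates reach 50% but mean below 50%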;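 further: 0% = complete ARNT plus TACC3 wells and 100% = ARNT alone without TACC3; many hits fall short of the cut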
# Xi reactivation: reactivates the inactive X chromosome in mouse fibroblasts. XiGFP mouse fibroblasts, % GFP-positive cells imaging, 3 d; cells co-treated with 5-aza-dC sensitizer; scaled so ellipticine positive control = 100%. activation, % at 7.58 µM. 0.055% of 360,000 active. AID 743238;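 active means mean normalized replicate activation at least 10% and every replicate at or above 10%; inconclusive means only one of the two criteria met; inactive means mean below 10% and not all replicates reach 10%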;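 further: 0% = median of on-plate neutral control wells and 100% = ellipticine 6 µM median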
#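 System: 68-5-11 XiGFP fibroblast line; Timing: 3 days compound exposure; Compound dosing: one concentration, pinned; Benchmarks: positive control ellipticine, 6 µM final; Buffer or medium: DMEM containing 5-aza-dC.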
# esBAF inh: SWI/SNF esBAF complex inhibition; mouse ES cells, Bmi1-luciferase knock-in reporter, 24 h; 100% = twice the neutral-well signal; 2% of 350,000 active; AID 602393; reporter increase, % at 12.5 µM; in the data active means activation above about 40%; inconclusive means no clear call, values can overlap the other calls;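 further: 0% = median of the plate's neutral control wells and 100% = double that signal; a rise in the Bmi1 reporter signal indicates esBAF inhibition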
# RAD54 branch: blocks human RAD54 Holliday junction branch migration | FAM/BHQ fluorescence | inhibition, % at 10.4 µM | 0.14% of 360,000 active | AID 602329;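 active means mean normalized replicate activity at least 40 and at least half of replicates scoring 40 or more; inconclusive means only one of the two criteria met; inactive means mean below 40 and under half of replicates reaching 40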;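 further: 0% = median of neutral control wells and 100% = median of positive control wells; inhibitors cause a drop in the FAM fluorescence signal; in these data hits start at about 50%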
# Target sequence (Q92698 whole entry, looked up): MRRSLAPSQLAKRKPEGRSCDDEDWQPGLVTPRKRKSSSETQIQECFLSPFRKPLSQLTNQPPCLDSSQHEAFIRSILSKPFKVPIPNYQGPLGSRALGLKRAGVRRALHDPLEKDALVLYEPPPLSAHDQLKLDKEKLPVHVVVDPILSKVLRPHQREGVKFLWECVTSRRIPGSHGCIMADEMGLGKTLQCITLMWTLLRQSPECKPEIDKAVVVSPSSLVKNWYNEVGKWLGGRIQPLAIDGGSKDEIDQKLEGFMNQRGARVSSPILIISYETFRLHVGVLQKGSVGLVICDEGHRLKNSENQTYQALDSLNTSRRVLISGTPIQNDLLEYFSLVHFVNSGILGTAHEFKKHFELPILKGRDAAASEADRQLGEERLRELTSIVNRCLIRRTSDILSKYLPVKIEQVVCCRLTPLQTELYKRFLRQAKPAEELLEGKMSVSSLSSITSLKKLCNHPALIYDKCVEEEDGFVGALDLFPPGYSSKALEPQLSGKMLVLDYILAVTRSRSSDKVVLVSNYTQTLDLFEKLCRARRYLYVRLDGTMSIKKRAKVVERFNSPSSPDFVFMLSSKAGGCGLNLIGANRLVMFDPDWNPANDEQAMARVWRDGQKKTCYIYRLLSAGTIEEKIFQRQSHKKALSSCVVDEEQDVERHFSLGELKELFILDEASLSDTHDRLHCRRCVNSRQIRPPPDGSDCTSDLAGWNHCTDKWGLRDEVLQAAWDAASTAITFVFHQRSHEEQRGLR
# * marks the source's active call; other numbers are inactive results; ? = inconclusive; / = not tested or not shown; & = joins results of further samples.
compound,esBAF inh,ARNT TACC3 PPI,F508del corr,RAD52 anneal inh,INS-1E GSIS act,RAD54 branch,ERAP1 inh,Xi reactivation
COc1ccccc1NC(=O)N[C@@H]1C=C[C@H](CC(=O)NCc2ccc(Cl)c(Cl)c2)O[C@H]1CO,7,6,2.1,9,-8,-3,-2,0.5
CCS(=O)(=O)N1Cc2ccccc2CC1C(=O)Nc1cccc(S(=O)(=O)N(C)C)c1 (stereo not given),23,-3,/,-11,-8,8,4,0.0
CC(C)Cn1c(N)c(C(=O)COC(=O)c2cnc(Cl)c(Cl)c2)c(=O)n(C)c1=O,/,/,-1.6,-12,-32,/,2,0.0
CC1(OC(=O)C2CCCC2)C(=O)C=C2C=C(c3ccsc3)N(C3CCCCC3)C=C2C1=O (stereo not given),0,1,-0.9,-56,-20,10,-1,0.0
Cc1cccc(C)c1NC(=O)CSCCO,-4,-4,1.1,-4,-4,-3,3,/
COc1ccccc1NS(=O)(=O)c1ccc(C(=O)NCC(c2ccc(F)cc2)N2CCOCC2)cc1 (stereo not given),-11,16,-2.5,-5,-46,2,-1,-0.3
COc1ccc(NC(=O)N(C)C[C@H]2OCCCC[C@H](C)Oc3ccc(NC(=O)NC(C)C)cc3C(=O)N([C@H](C)CO)C[C@@H]2C)cc1,5,-5,-0.8,5,5,-7,2,0.3
CN1C(=O)/C(=C/c2ccc(C(F)(F)F)cc2)Sc2ccc(C(=O)N3CCN(c4ccccn4)CC3)cc21,-4,-4,-4.3,-21,7,-8,-1,0.2
CC(=O)N(CCc1cccc(C)c1)Cc1cc2cc(C)ccc2[nH]c1=O,-5,-6,-1.5,-10,-10,-10,3,0.0
COc1cc(-c2cnc3c(NC=O)cc(-c4cccnc4)cn23)cc(OC)c1OC,-31,/,4.1,0,21,9,1,0.1
CCC(CC)NC(=O)COC(=O)c1cc(Br)ccc1Cl,4,-10,-2.5,-11,1,21,-3,0.0
O=CNc1c(Br)cc2c(c1Br)Cc1cc(Br)ccc1-2,-8,-1,4.0,11,/,-6,0,0.0
COc1cc(NS(=O)(=O)c2ccc(NC(=O)CN3C(=O)c4ccccc4C3=O)cc2)ncn1,/,/,-3.2,2,-8,/,0,0.0
COc1ccc(C(=O)N2CCCCC2C(=O)Nc2ccc(-n3nc(C)cc3C)cc2)o1 (stereo not given),0,-5,-0.4,-21,1,-1,0,0.2
Cc1noc(C)c1S(=O)(=O)Nc1ccc2c(c1)C(=O)N([C@H](C)CO)C[C@@H](C)[C@H](CN(C)S(=O)(=O)c1cccs1)O2,1,1,-0.8,2,-3,9,0,0.2
CC(C)NC(=O)N(C)C[C@@H]1Oc2c(NC(=O)CCCCCC(=O)Nc3ccccc3N)cccc2C(=O)N([C@H](C)CO)C[C@@H]1C,/,/,-1.4,-3,4,/,0,0.4
Cc1ccccc1-c1ccc([C@@H]2[C@@H](CO)N3C(=O)CN(C(=O)c4ccncc4)C[C@@H]23)cc1,/,/,-3.2,-3,-7,/,-1,0.1
COc1ccc(CNCC(O)(c2ccccc2)c2ccccc2)cc1,6,-1,-3.7,-12,-11,0,0,-0.1
CCOc1cc(CNS(=O)(=O)c2ccc3c(c2)CC(=O)N3C)cc(OCC)c1OCC,-5,-1,3.1,-14,5,1,0,-0.1
CCC(CO)Oc1cc(NCc2cccc(C)c2)c2ncn(C(C)C)c2c1 (stereo not given),-9,28,-0.5,25,-26,-11,-1,0.0
Cc1cc(NC(=O)Nc2ccc(Cl)c(Cl)c2)n(-c2ccccc2)n1,/,12,-9.3,-23,/,/,0,0.0
CCOc1cc(/C=N/Nc2ncc(C)c(=O)[nH]2)ccc1O,/,54*,-0.2,-4,2,/,4,0.0
Brc1ccc(-c2csc(N/N=C/c3ccco3)n2)cc1,?,2,-1.7,-2,-3,1,-1,0.1
C[C@H]1CN([C@@H](C)CO)C(=O)CCCn2cc(nn2)CO[C@@H]1CN(C)Cc1ccc(O)cc1,-2,-2,1.0,-1,14,-2,0,0.1
O=C(NCc1ccc(F)cc1)C1CCN(S(=O)(=O)c2ccc(N3CCCC3=O)cc2)CC1,10,/,-3.7,-4,-20,-2,-4,0.1
CCOC(=O)C1C(=O)C=C(c2cccs2)CC1c1ccccc1 (stereo not given),/,6,/,-7,/,/,-1,-0.2
COc1ccc(S(=O)(=O)Nc2ccc3c(c2)CC(=O)N([C@H](C)CO)C[C@@H](C)[C@@H](CN(C)C(=O)NC2CCCCC2)O3)cc1,2,1,-1.4,1,2,-5,0,0.2
Cc1ccc2[nH]c(=O)c3cc(C(=O)N(CCCOC(C)C)Cc4ccco4)sc3c2c1,-1,1,-1.1,7,/,9,4,-0.1
Cc1ccc(S(=O)(=O)c2ccc([N+](=O)[O-])cn2)cc1,23,-7,-5.8,-3,45*,14,-4,1.9
CN(C)S(=O)(=O)c1cccc(COC(=O)CNC(=O)c2ccc(Br)o2)c1,-6,-5,-0.5,-5,14,9,-1,0.0
O=C(Nc1ccc(Br)cn1)c1cccc2c1-c1ccccc1C2=O,/,/,6.2,-11,2,/,-1,0.7
CN(C)CC(O)COC(c1ccc(Cl)cc1)c1ccc(Cl)cc1 (stereo not given),-11,0,3.7,19,1,1,-2,0.0
O=S(=O)(NC[C@@H]1[C@H](c2ccccc2)[C@H](CO)N1CC1CC1)c1ccccc1,-1,-6,1.1,-13,8,-5,-5,0.0
Nc1cc([N+](=O)[O-])ccc1Nc1ccccc1,/,/,4.3,9,-4,/,2,0.0
CCC(CO)Oc1cc(NC(=O)c2ccccc2)c2ncn(C(C)C)c2c1 (stereo not given),10,5&8,0.6,4,11,-1&-3,-1,-0.1
CCCCN1CCCCC1(C)C(=O)NCc1ccc2c(c1)OCO2 (stereo not given),3,/,1.5,-4,14,10,1,0.4
COc1ccc(N2CC(C(=O)N3CCN(Cc4ccc5c(c4)OCO5)CC3)CC2=O)cc1 (stereo not given),-5,-4,-1.4,-12,6,6,-1,0.1
COCC(=O)Nc1ccc2c(c1)C(=O)N(C)C[C@@H](OC)[C@H](C)CN(CC1CCCCC1)[C@@H](C)CO2,-2,1,-0.9,-10,-15,3,8,-0.4
O=C(COc1ccccc1)N=C1SC2CS(=O)(=O)CC2N1c1ccccc1 (stereo not given),-4,3,1.6,-7,5,2,-5,0.3
CCOc1ccc2[nH]c(C)c(CN3CCCCC3)c(=O)c2c1,0,11,/,/,1,6,/,/
CCC(=O)N1[C@H](CNC(C)=O)[C@@H](c2ccc(-c3cccc(F)c3)cc2)[C@@H]1CO,-8,-5,0.3,-60,-10,-8,0,-0.1
Cc1cc(OCc2nc(-c3cccs3)no2)cc(C)c1Cl,13,-15,-0.2,-12,/,1,-2,0.0
C[C@H]1CN([C@@H](C)CO)C(=O)Cc2cc(NC(=O)Cn3cnnn3)ccc2O[C@@H]1CN(C)S(=O)(=O)c1ccc(Cl)cc1,-2,-3,4.6,-9,-7,-20,2,0.4
O=c1c(Cc2ccc(F)cc2)c(O)ccn1Cc1ccc(Cl)cc1Cl,-11,0,/,/,-13,0,/,/
COC(=O)[C@H](C)NC(=O)Nc1cc(Cl)ccc1C,-4,-5,/,-9,22,3,-2,/
C[C@H](CO)N1C[C@H](C)[C@H](CN(C)S(=O)(=O)c2ccc(Cl)cc2)Oc2c(NC(=O)c3cnccn3)cccc2C1=O,-2,/,-0.7,/,-4,/,/,-1.2
CC(=O)N1[C@H](CNC(=O)CN(C)C)[C@H](c2ccc(C3=CCCCC3)cc2)[C@@H]1CO,5,-1,0.2,17,5,-7,/,0.4
COC(=O)[C@]12CCCCC=C1N(Cc1ccc3c(c1)OCO3)C(=O)[C@H](CC(=O)N1CCCCC1)C2,/,/,1.1,-1,/,/,-1,0.6
Cc1ccc2c(NC(=O)C3CC3)cccc2n1,-9,-2,/,/,-3,2,/,/
COc1ccc(NC(=O)N(C)C[C@H]2OCCCC[C@@H](C)Oc3ccc(NC(=O)Nc4cccc5ccccc45)cc3C(=O)N([C@H](C)CO)C[C@@H]2C)cc1,-3,19,1.7,/,19,-11,/,-1.0
COc1ccc(NC(=O)/C=C/c2ccc(OC)c(OC)c2)cn1,/,-3,/,-7,25,/,2,0.0
CCCCN(CC)CCCNC(=O)c1cn(C)c(=O)c2c1c1ccccc1n2C,-1,-11,1.3,18,8,11,-3,0.0
Cc1ccc(S(=O)(=O)Nc2ccccc2CNc2ccccn2)cc1,/,3,/,-5,8,/,-2,0.3
CCN(CC)S(=O)(=O)c1ccc(N2CCOCC2)c(NC(=O)c2ccc(=O)n(C)n2)c1,-8,-3,2.7,6,22,1,1,0.5
COc1ccc(NC(=O)c2ccc(Cl)c(S(=O)(=O)N3CC(C)OC(C)C3)c2)cn1 (stereo not given),9,-5,-1.2,-17,-6,-15,2,-0.1
COC(=O)c1ccc(Cl)c(S(=O)(=O)N2CCCC2)c1,/,-8,0.4,-10,-5,/,0,0.1
C[C@@H]1CN([C@@H](C)CO)S(=O)(=O)c2ccc(Br)cc2O[C@@H]1CN(C)C,-4,-2,1.4,9,24,-10,-1,-0.1
Cc1ccc(NC(=O)CCN2C(=O)OC(C)(C)C2(C)O)cc1 (stereo not given),/,-2,3.6,-14,-3,/,1,0.0
O=C(/C=C/c1ccc(F)cc1)N1CCCN(C(=O)/C=C/c2ccc(F)cc2)CC1,/,-2,/,/,-26,-3,/,0.0
CCOC(=O)C1=C(C)N=c2s/c(=C\c3cccc(OCC(=O)O)c3)c(=O)n2C1c1ccccc1 (stereo not given),-3,8,-1.7,-31,-5,-15,9,0.1
CCN(CC)C(=O)COC(=O)c1ccc(C)c(NC(=O)c2ccco2)c1,/,2,0.6,-10,3,/,1,-0.2

# An excerpt of these results, field by field:
Cc1cc(OCc2nc(-c3cccs3)no2)cc(C)c1Cl
  esBAF inh: 13; ARNT TACC3 PPI: -15; F508del corr: -0.2; RAD52 anneal inh: -12; INS-1E GSIS act: /; RAD54 branch: 1; ERAP1 inh: -2; Xi reactivation: 0.0
C[C@H]1CN([C@@H](C)CO)C(=O)Cc2cc(NC(=O)Cn3cnnn3)ccc2O[C@@H]1CN(C)S(=O)(=O)c1ccc(Cl)cc1
  esBAF inh: -2; ARNT TACC3 PPI: -3; F508del corr: 4.6; RAD52 anneal inh: -9; INS-1E GSIS act: -7; RAD54 branch: -20; ERAP1 inh: 2; Xi reactivation: 0.4
O=c1c(Cc2ccc(F)cc2)c(O)ccn1Cc1ccc(Cl)cc1Cl
  esBAF inh: -11; ARNT TACC3 PPI: 0; F508del corr: /; RAD52 anneal inh: /; INS-1E GSIS act: -13; RAD54 branch: 0; ERAP1 inh: /; Xi reactivation: /
COC(=O)[C@H](C)NC(=O)Nc1cc(Cl)ccc1C
  esBAF inh: -4; ARNT TACC3 PPI: -5; F508del corr: /; RAD52 anneal inh: -9; INS-1E GSIS act: 22; RAD54 branch: 3; ERAP1 inh: -2; Xi reactivation: /
